POLI inh = DNA polymerase iota (human) inhibition. Q9UNA4. Potency, µM (series often up to 115 µM), for the others: top-dose activity, negative = inhibition, usual class: inhibitors. Pol iota fluorescent replication assay, 10 min. 1% of 390,000 active; also: potency is read from the fitted curve at half-maximal effect
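Fluorescent replication assay read twice, at 0 min and 10 min after adding 50 nM (final) substrate. Enzyme (10 nM) and compounds were first incubated 15 min at room temperature; enzyme-free buffer wells were negative controls.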
BLM helicase inh = Bloom syndrome helicase (human) inhibition. 0.2% of 350,000 active. AID 2528. recombinant BLM DNA unwinding, fluorescence dequenching. Potency, µM (top dose mostly 56.1 µM), for the others: top-dose activity change, negative = inhibition, actives largely listed as inhibitors;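 also: potency is read from the fitted curve at half-maximal effect; plate controls were vehicle for no effect and no enzyme for full effect; nearly all actives have a fitted effect of over 35% in size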
POLB inh = DNA polymerase beta (human) inhibition | Pol beta primer extension/strand displacement, fluorescence kinetic | Potency, µM (titrated, usually from 114 µM), for the others: top-dose activity change, negative = inhibition, hits mostly inhibitors | 1.3% of 340,000 active | AID 485314; also: potency is read from the fitted curve at half-maximal effect; % is scaled to controls: 0 for no effect and ±100 for the full control effect
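Preincubation: enzyme (10 nM) with compound, 15 min, RT. Reaction: substrate added to 50 nM final. Reads: 0 and 10 min. Analysis: normalized, Hill fit.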
APEX1 inh = blocks human APE1 abasic DNA cleavage | P27695 | recombinant APE1, TAMRA/BHQ-2 abasic DNA cleavage fluorescence | Potency, µM (series often up to 65.8 µM), without a hit: top-dose activity change, negative = inhibition, hits mostly inhibitors | 0.35% of 350,000 active | AID 2517;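 also: potency is read from the fitted curve at half-maximal effect; plate controls were vehicle for no effect and reference inhibitor for full effect; nearly all actives have a fitted effect of over 55% in size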
Target sequence (P27695 whole entry, looked up): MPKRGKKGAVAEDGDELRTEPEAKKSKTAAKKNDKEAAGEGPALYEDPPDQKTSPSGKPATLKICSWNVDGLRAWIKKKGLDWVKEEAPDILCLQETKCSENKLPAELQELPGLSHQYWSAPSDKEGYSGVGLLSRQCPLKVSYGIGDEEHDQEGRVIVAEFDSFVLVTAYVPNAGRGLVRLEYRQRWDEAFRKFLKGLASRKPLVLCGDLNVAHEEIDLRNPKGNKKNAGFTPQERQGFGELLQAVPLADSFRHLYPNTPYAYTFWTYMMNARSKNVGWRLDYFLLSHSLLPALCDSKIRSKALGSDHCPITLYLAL
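Substrate: short duplex with […] THF abasic site, 5'-TAMRA and 3'-BHQ-2, 50 nM final. APE1 at 0.75 nM, preincubated 15 min RT with compound. Fluorescence increase from first to third read measured activity.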
Tb PGK inh = T. brucei PGK inhibition | P07378 | 0.043% of 380,000 active | PGK/GAPDH coupled, Kinase-Glo luminescence, 60 min | Potency, µM (highest dose often 57.5 µM), without a hit: at the top dose activity change, negative = inhibition, most hits filed as inhibitors; also: potency is read from the fitted curve at half-maximal effect; % is scaled to controls: 0 for no effect and ±100 for the full control effect; nearly all actives have a fitted effect of over 60% in size
Target sequence (P07378 whole entry, looked up): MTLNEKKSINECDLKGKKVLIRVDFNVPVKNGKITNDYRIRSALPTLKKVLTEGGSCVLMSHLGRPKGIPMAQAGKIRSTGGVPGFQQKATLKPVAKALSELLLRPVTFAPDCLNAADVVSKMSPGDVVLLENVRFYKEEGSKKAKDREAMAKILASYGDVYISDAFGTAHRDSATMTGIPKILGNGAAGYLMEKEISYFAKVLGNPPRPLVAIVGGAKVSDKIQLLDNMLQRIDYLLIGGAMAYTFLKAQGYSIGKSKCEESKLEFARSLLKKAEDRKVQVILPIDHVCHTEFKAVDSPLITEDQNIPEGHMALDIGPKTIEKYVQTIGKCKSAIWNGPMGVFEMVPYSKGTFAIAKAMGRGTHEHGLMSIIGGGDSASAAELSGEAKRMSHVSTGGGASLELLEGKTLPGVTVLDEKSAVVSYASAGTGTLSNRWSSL
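Recombinant glycosomal PGK reaction used 1,3-bisphosphoglycerate generated in-well by GAPDH (100nM final) in 100mM TEA pH 7.6, 5mM MgCl2, 0.01% Tween-20. After 60 minutes at room temperature, ATP was read by Kinase-Glo Plus luminescence end-point.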
RXFP1 antag = blocks the human relaxin receptor RXFP1; activity change, negative = inhibition, % at 57.5 µM; HEK293-RXFP1, relaxin-stimulated cAMP HTRF, 30 min; active compounds read low; 0.59% of 350,000 active; AID 1259400;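 active = activity change of -60% or lower, but not beyond a set lower limit; inconclusive = change between -60% and -40%, or beyond the set limit; inactive = change above -40%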; also: % is scaled to controls: 0 for no effect and ±100 for the full control effect
Pol kappa inh = blocks human DNA polymerase kappa activity. Q9UBT6. purified Pol kappa, fluorescent DNA synthesis assay, 10 min. Potency, µM (titrated, usually from 107 µM), for the others: at the top dose activity, negative = inhibition, hits mostly inhibitors. 0.53% of 400,000 active. AID 588579; also: potency is read from the fitted curve at half-maximal effect; % is scaled to controls: 0 for no effect and ±100 for the full control effect
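10 nM Pol kappa was preincubated with compounds for 15 min at room temperature. Reaction started with 50 nM (final) substrate. Fluorescence read kinetically at 0 and 10 min.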
Pol eta inh = DNA polymerase eta (human) inhibition. 1.2% of 390,000 active. recombinant Pol eta, fluorescent DNA replication assay. Potency, µM (doses to about 114 µM), for inactives: at the highest dose activity change, negative = inhibition, hits mostly inhibitors; also: potency is read from the fitted curve at half-maximal effect; % is scaled to controls: 0 for no effect and ±100 for the full control effect
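Pol eta (10 nM) was preincubated with compounds for 15 min at room temperature, after which fluorescent replication substrate (50 nM final) was added to start the reaction. Fluorescence was read kinetically at 0 and 10 min.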
Anesthetic bind = binds horse apoferritin like a general anesthetic. apoferritin/1-aminoanthracene competitive binding, fluorescence. 0.074% of 350,000 active. Potency, µM (doses to about 77.5 µM), inactives show at the highest dose activity change, negative = displacement, hits mostly inhibitors; also: potency is read from the fitted curve at half-maximal effect; % is scaled to controls: 0 for no effect and ±100 for the full control effect; nearly all actives have a fitted effect of over 20% in size
Target sequence (P02791 2-175 limits assumed): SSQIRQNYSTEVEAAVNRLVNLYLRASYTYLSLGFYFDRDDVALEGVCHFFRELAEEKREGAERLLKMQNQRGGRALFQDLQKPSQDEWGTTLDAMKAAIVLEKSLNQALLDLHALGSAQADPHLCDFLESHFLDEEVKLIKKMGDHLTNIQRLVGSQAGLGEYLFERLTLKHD
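Horse-spleen apoferritin (10 uM) in 50% saturated 1-aminoanthracene in PBS was incubated 10 min at room temperature with compound. Fluorescence (ex 380, em 535 nm) was normalized to free and bound 1-AMA, with concentration-response fitted by a four-parameter Hill equation.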
The depositor's hits bear a star; i = inactive; ? = inconclusive; nt = not tested or not shown; [ ] = dose if it differs, or a comment. Unless noted, calls follow the shape of the dose curve; as a rule, active = well fitted curve in the direction sought with a large enough effect; inconclusive = small, poorly fitted or top-dose-only effect, or another doubt; inactive = no such curve, though single readings can be large; an effect the other way counts as inactive or inconclusive.

structure | POLI inh | BLM helicase inh | POLB inh | APEX1 inh | Tb PGK inh | RXFP1 antag | Pol kappa inh | Pol eta inh | Anesthetic bind
Cc1cc(S(=O)(=O)NCC(C)C)ccc1OCC(=O)N1CCOCC1 | 17% | -3% | 21% | 0% | -1% | -14 | -5% | -18% | -2%
CCOC(=O)CNC(=O)Cn1cnc2c(nnn2-c2ccc(OC)cc2)c1=O | -20% | 0% | 44% | 21% | -5% | 13 | -20% | -17% | -4%
COc1ccc(N2CC(c3nc(-c4cc(OC)c(OC)c(OC)c4)no3)CC2=O)cc1Cl (stereo not given) | 6% | -8% | -19% | nt | i | -9 | 0% | -19% | 28%
Cc1ccc(OCC(=O)N(Cc2ccco2)c2ccccn2)cc1 | 16% | -3% | -1% | nt | nt | 4 | -3% | nt | -3%
CCOC(=O)C1=C(CN2CCN(CCC#N)CC2)NC(=O)NC1c1ccc2c(c1)OCO2 (stereo not given) | 53%[activator] | -6% | 38%[activator] | -13% | -7% | -4 | -20% | -5% | -3%
CCOC(=O)CSC1=Nc2ccccc2C2=NC(CC(=O)NCc3ccccc3)C(=O)N12 (stereo not given) | 17% | 3% | -1% | 0% | 5% | 14 | 0% | -12% | -18%
COCCNC(=O)[C@H](CSCc1ccccc1)N1Cc2ccccc2C1=O | 35% | 0% | 17% | -4% | i | -2 | -1% | -6% | 3%
O=C(NNC(=S)NC1CCCCC1)c1ccc2c(c1)OCO2 | -10% | 2% | 14% | 3% | -4% | -29 | 1% | -16% | 3%
COc1cc(CN2CCNC(=O)C2CC(=O)NCCCC2CCCC2)cc(OC)c1 (stereo not given) | 32%[activator] | -3% | 0% | 12% | 7% | 6 | -8% | -2% | ?
CCc1nc2ccc(C(=O)NCCc3ccc(SC)cc3)cc2nc1CC | 26% | 2% | 2% | nt | -3% | -29 | -9%[60.1 µM] | -16% | -1%
C[C@@H]1O[C@H](O[C@@H]2[C@@H](Oc3cc(O)c4c(c3)O[C@H](c3ccc(O)cc3)CC4=O)O[C@@H](CO)[C@@H](O)[C@H]2O)[C@@H](O)[C@H](O)[C@@H]1O | nt | 2%[21.4 µM] | nt | 5%[21 µM] | nt | nt | -7%[12 µM] | nt | -3%[29.3 µM]
CCc1cc2c(=O)c(-c3ccc4c(c3)OCCO4)coc2cc1OC(=O)c1ccco1 | -13% | 0% | -16% | 0% | i | -5 | 3% | -11% | -12%
COc1ccc(-c2nc(CS(=O)CC(=O)N3CCCC3)c(C)o2)cc1 (stereo not given) | 10% | 0% | -16% | 0% | 1% | -7 | -7% | -12% | 34%[activator]
O=C(NCc1ccccc1)c1ccc(OC2CSC2)cc1 | -9% | -5% | -22% | 0% | 0% | -17 | -14% | -7% | -1%
COc1cc(-c2cc3n(C)c(C)c(CCC(=O)Nc4ccc(F)cc4)c(=O)n3n2)cc(OC)c1OC | 32%[activator] | -4% | 1% | nt | -1% | 14 | -4%[60.1 µM] | -25% | -7%
COc1ccc(CCN=C(N)NS(=O)(=O)c2ccc(C)cc2)cc1 | 2% | -3% | 2%[57.1 µM] | 16% | -8% | 17 | -8% | -9% | -14%
O=C(CCc1nc2ccccc2[nH]1)Nc1ccccc1 | -10% | -1% | 33% | 1% | -1% | -2 | -7% | -15% | 5%
CCCCSc1nnc([C@@H]2CCCN2C(=O)OC(C)(C)C)o1 | 6% | -4% | 0% | 3% | -4% | -6 | -2% | -26% | -17%
O=C(O)CCC(=O)Nc1ccc(OCC(=O)O)cc1 | -4% | 0% | -28% | 3% | 0% | -7 | -8% | 3% | -1%
COc1ccc(NC(=O)Nc2ccc(OC)c(OC)c2)c([N+](=O)[O-])c1 | 1% | 2% | 31% | 11% | 3% | nt | 6% | -3% | 2%
O=C(O)CCn1cc(/C=C2\SC(=S)NC2=O)c(-c2ccccc2)n1 | 32%[activator] | 1% | 17% | 13% | -9% | -9 | -15% | -10% | -16%
CCOc1ccc(-c2nnc3sc(-c4ccccc4OC)nn23)cc1 | 27% | nt | nt | nt | -4% | 5 | -13% | -13% | nt
Cc1cc(C)n(CC(=O)n2c3ccccc3c3ccccc32)n1 | 6% | 0% | 11% | -4% | 10% | 2 | 0% | -3% | -20%
CS(=O)(=O)Nc1cccc(C2=NN(S(=O)(=O)c3ccccc3)C(c3cccs3)C2)c1 (stereo not given) | -1% | -10% | -2% | 3% | -4% | -9 | ? | -14% | -6%
O=C(O)c1ccc(/C=C2\SC(=S)N(NC(=O)c3ccccc3)C2=O)cc1 | ? | -1% | ? | 36%[activator] | -7% | 0 | ? | -15% | -10%
COC(=O)c1cc(=O)n(C2CC2)c(=NC2CC2)s1 | -16%[58.9 µM] | -1% | 48% | 1% | -13% | 27 | -8% | -15% | -23%
Cc1ccc(N2CC(C(=O)OCc3nnc(-c4ccccc4)o3)CC2=O)cc1 (stereo not given) | 41%[activator] | nt | nt | 42% | i | -12 | -2% | -21% | nt
CCCCNC(=O)c1ccc(CS(=O)(=O)c2ccc(OC)cc2)o1 | -11% | 1% | 7% | -3% | -8% | -22 | 19% | -15% | -6%
CC1CCCCN1c1nc2nonc2nc1N1CCCCC1C (stereo not given) | 12% | -2% | -2% | -4% | i | -9 | -17% | -12% | -5%
CCOC(=O)/C(C#N)=C/Nc1cc(F)ccc1C | -4% | -6% | 13% | 3% | 0% | 2 | -11% | -13% | -6%
CC1CCCCN1S(=O)(=O)c1ccccc1[N+](=O)[O-] (stereo not given) | 18% | -1% | 20% | -6% | -6% | nt | 1% | -13% | -14%
COc1ccc2cc(CCNC(=O)c3ccc(Br)o3)c(=O)[nH]c2c1 | -16% | 1% | -15% | -5% | -1% | nt | -25% | 3% | 2%
Cc1cc(NC(=O)c2cccc(S(=O)(=O)N3CCOCC3)c2)c2ccccc2n1 | -5% | 4% | -8% | 4% | i | -8 | 1% | -6% | -14%
CC(=O)Nc1ccc(C(=O)NC(C)c2ccc(-n3ccnc3)cc2)cc1 (stereo not given) | -16% | 1% | 18% | 57%[activator] | -7% | -20 | -7% | -11% | 0%
CCOC(=O)c1c(C)[nH]c(C(=O)NCCc2ccc(OC)c(OC)c2)c1C | 26% | -3% | 9% | 78%[activator] | -8% | -13 | -2% | -15% | -7%
C=CCOc1ccc(C(=O)CC)cc1OC | 42%[activator] | -13% | 29% | 0% | -10% | -9 | 5% | -7% | -5%

No new results follow: 13 of the compounds above.
structure | POLI inh | BLM helicase inh | POLB inh | APEX1 inh | Tb PGK inh | RXFP1 antag | Pol kappa inh | Pol eta inh | Anesthetic bind
O=C(O)CCn1cc(/C=C2\SC(=S)NC2=O)c(-c2ccccc2)n1 | 32%[activator] | 1% | 17% | 13% | -9% | -9 | -15% | -10% | -16%
CCOc1ccc(-c2nnc3sc(-c4ccccc4OC)nn23)cc1 | 27% | nt | nt | nt | -4% | 5 | -13% | -13% | nt
Cc1cc(C)n(CC(=O)n2c3ccccc3c3ccccc32)n1 | 6% | 0% | 11% | -4% | 10% | 2 | 0% | -3% | -20%
CS(=O)(=O)Nc1cccc(C2=NN(S(=O)(=O)c3ccccc3)C(c3cccs3)C2)c1 (stereo not given) | -1% | -10% | -2% | 3% | -4% | -9 | ? | -14% | -6%
O=C(O)c1ccc(/C=C2\SC(=S)N(NC(=O)c3ccccc3)C2=O)cc1 | ? | -1% | ? | 36%[activator] | -7% | 0 | ? | -15% | -10%
COC(=O)c1cc(=O)n(C2CC2)c(=NC2CC2)s1 | -16%[58.9 µM] | -1% | 48% | 1% | -13% | 27 | -8% | -15% | -23%
Cc1ccc(N2CC(C(=O)OCc3nnc(-c4ccccc4)o3)CC2=O)cc1 (stereo not given) | 41%[activator] | nt | nt | 42% | i | -12 | -2% | -21% | nt
CCCCNC(=O)c1ccc(CS(=O)(=O)c2ccc(OC)cc2)o1 | -11% | 1% | 7% | -3% | -8% | -22 | 19% | -15% | -6%
CC1CCCCN1c1nc2nonc2nc1N1CCCCC1C (stereo not given) | 12% | -2% | -2% | -4% | i | -9 | -17% | -12% | -5%
CCOC(=O)/C(C#N)=C/Nc1cc(F)ccc1C | -4% | -6% | 13% | 3% | 0% | 2 | -11% | -13% | -6%
CC1CCCCN1S(=O)(=O)c1ccccc1[N+](=O)[O-] (stereo not given) | 18% | -1% | 20% | -6% | -6% | nt | 1% | -13% | -14%
COc1ccc2cc(CCNC(=O)c3ccc(Br)o3)c(=O)[nH]c2c1 | -16% | 1% | -15% | -5% | -1% | nt | -25% | 3% | 2%
Cc1cc(NC(=O)c2cccc(S(=O)(=O)N3CCOCC3)c2)c2ccccc2n1 | -5% | 4% | -8% | 4% | i | -8 | 1% | -6% | -14%

Reprinted at random: 2 records from the list, in no set order.
structure | POLI inh | BLM helicase inh | POLB inh | APEX1 inh | Tb PGK inh | RXFP1 antag | Pol kappa inh | Pol eta inh | Anesthetic bind
CCCCNC(=O)c1ccc(CS(=O)(=O)c2ccc(OC)cc2)o1 | -11% | 1% | 7% | -3% | -8% | -22 | 19% | -15% | -6%
CCc1cc2c(=O)c(-c3ccc4c(c3)OCCO4)coc2cc1OC(=O)c1ccco1 | -13% | 0% | -16% | 0% | i | -5 | 3% | -11% | -12%

Additional records follow.
structure | POLI inh | BLM helicase inh | POLB inh | APEX1 inh | Tb PGK inh | RXFP1 antag | Pol kappa inh | Pol eta inh | Anesthetic bind
Cc1ccc(C(=O)CC2(O)C(=O)Nc3ccccc32)s1 (stereo not given) | 1% | -1% | -19% | 4% | i | -13 | 1% | -14% | -1%
O=C1c2ccccc2NC2CCCCC12 (stereo not given) | ? | 1% | 14% | -3% | 0% | 23 | -6%[60.1 µM] | 9% | -7%
O=C(Cn1c(-c2ccccc2)noc1=O)Nc1ccc(N2CCCCCC2)cc1 | -11% | -11% | 6% | -7% | -6% | -18 | -17% | -17% | -9%
Cc1cccn2c(=O)c(C(=O)NCc3cccc(F)c3)cnc12 | 5% | 1% | 3% | nt | 0% | 1 | -7%[60.1 µM] | -8% | -4%
CC(C)Cn1c(=O)c2ccccc2n2c(CCC(=O)NC(C)c3ccccc3)nnc12 (stereo not given) | -3% | 2% | 6% | nt | -7% | 0 | -18% | 2% | 6%
COc1cc(CNCCSc2nnnn2C)ccc1OCc1ccc(C)cc1 | ? | 2% | -2% | nt | -10% | -13 | -7% | -13% | ?

Assay outcomes as filed in PubChem.

Only part of the results is shown; rates above refer to the full screens.
